Bioassay records deposited in PubChem BioAssay by several laboratories.
S1P3 agonist = activates the human S1P3 receptor | Q99500 | activation, % at 4.5 µM | 0.1% of 60,000 active | S1P3 NFAT-BLA reporter cells, agonism, FRET ratio; relative to 1 µM S1P, basal subtracted;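 active = activation above the screen-wide mean plus 3 SD, cut at about 4.5% in these data, passing the limit was not always enough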; note: some compounds called inactive have numbers as strong as hits
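Measure – % activation relative to 1 µM S1P (100%), per plate · System – stable CHO line with human S1P3, Gα16, NFAT-BLA reporter · Timing – cells plated overnight, compound 4 h 37 °C, substrate 2 h RT · Technique – fluorescent BLA substrate, ex 405 nm, em 460/535 nm ratio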
S1P1 ag-PAM = S1P1 (human) agonism or agonism potentiation; P21453; S1P1 CRE-bla cells, forskolin, beta-lactamase FRET, potentiator mode; S1P1 agonist co-added at EC20, 2 nM; 100% = saturating reference agonist, 0% = basal; activation, % at 9.5 µM; 0.57% of 56,000 active;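 active = activation above a cutoff set at the mean activation of all tested compounds plus 3 SD, cut at about 54% in these data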;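 note: forskolin at 4 µM as EC80 and the EC20 agonist is SEW2871; 100% = SEW2871 at its EC100 plus forskolin at EC80; some compounds past the cut are filed as inactive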
Target sequence (P21453 whole entry, looked up): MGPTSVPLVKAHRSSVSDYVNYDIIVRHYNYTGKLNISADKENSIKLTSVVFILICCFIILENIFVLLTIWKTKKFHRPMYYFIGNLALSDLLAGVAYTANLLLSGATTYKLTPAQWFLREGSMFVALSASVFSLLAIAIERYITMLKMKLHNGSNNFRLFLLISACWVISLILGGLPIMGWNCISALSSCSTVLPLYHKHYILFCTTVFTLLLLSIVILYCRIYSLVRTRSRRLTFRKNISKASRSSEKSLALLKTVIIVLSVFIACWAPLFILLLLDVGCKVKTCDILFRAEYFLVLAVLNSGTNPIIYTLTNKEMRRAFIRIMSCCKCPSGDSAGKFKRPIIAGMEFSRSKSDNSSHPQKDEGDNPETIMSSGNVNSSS
Her2 expr inh = lowers expression of human Her2 kinase; P04626; SKBR-3 HER2 protein level, AlphaScreen, 18-24 h; hits give low values; HER2 level % of control, % at 10 µM; 0.69% of 65,000 active;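 active = HER2 level under 5% of the carrier-only control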;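 note: 100% = DMSO carrier and 0% = 500 nM PU-H71 HSP90 inhibitor; lower value means stronger loss of Her2 protein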
HTR1E antagonist = antagonists of human 5-HT1E serotonin receptor; P28566; CHO 5-HT1E Ga15 NFAT-bla reporter, FRET, antagonist; AID 571; 0.99% of 65,000 active; inhibition, % at 6 µM;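 active = inhibition above a set limit, the mean inhibition across every tested compound plus 3 SD, cut at about 29% in these data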;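 note: signal is the 460 over 535 nm emission ratio of beta-lactamase substrate; 0% = agonist plus DMSO wells and 100% = wells without agonist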
Target sequence (P28566 whole entry, looked up): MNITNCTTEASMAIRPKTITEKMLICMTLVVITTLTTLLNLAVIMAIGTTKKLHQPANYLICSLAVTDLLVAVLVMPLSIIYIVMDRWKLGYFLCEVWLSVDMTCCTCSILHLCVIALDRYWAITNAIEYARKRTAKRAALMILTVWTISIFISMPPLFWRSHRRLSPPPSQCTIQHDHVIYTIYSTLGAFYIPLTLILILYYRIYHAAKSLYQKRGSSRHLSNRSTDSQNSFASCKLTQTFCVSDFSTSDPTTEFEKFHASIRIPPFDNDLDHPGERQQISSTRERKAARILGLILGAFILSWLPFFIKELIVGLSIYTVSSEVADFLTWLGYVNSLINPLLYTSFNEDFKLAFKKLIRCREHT
M1 ag = activates the M1 muscarinic receptor | B-score at 10 µM | 3% of 64,000 active | CHO-M1 cells, Fluo-4 calcium fluorescence, agonist mode; hits give high values;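 active = fluorescence rise, raw or as B-score row- and column-corrected plate score, outside the 99.7% band of its plate's samples, either direction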
HTR1E agonist = agonists of human 5-HT1E serotonin receptor | P28566 | CHO 5-HT1E Ga15 NFAT-bla reporter, FRET; 0% DMSO wells, 100% control agonist wells | activation, % at 6 µM | 0.69% of 65,000 active;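 active = activation above a set limit, the screen-wide mean activation plus 3 SD, cut at about 8.5% in these data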;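 note: 100% = positive control agonist at 1 µM giving full maximal response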
Jurkat viability = cytotoxicity toward Jurkat cells; Jurkat E6.1 viability, ATP luminescence, 48 h; inhibition, % at 4 µM; 1.2% of 56,000 active;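 active = inhibition above the mean inhibition of all tested compounds plus 3 SD, cut at about 28% in these data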
M1 antagonist = blocks the rat M1 muscarinic receptor response to acetylcholine; CHO-M1 cells, Fluo-4 calcium, ACh EC80 antagonist mode; hits give low values; AID 628; B-score at 10 µM; 3.4% of 64,000 active; P08482;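 active = calcium fluorescence response, raw or row-and-column corrected B-score, differing from the plate sample mean either way at a set confidence level, mostly lower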
HEK293 NFkB inh = inhibitors of the PMA/ionomycin-induced NF-kB reporter in HEK293 cells | HEK-293 NF-kB luciferase reporter, luminescence | inhibition, % at 3 µM | 0.21% of 62,000 active;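 active = inhibition above the mean of all tested compounds plus 3 SD, cut at about 40% in these data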;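 note: 0% = stimulated DMSO wells and 100% = 10 µM reference inhibitor 5653914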
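System: NF-kB luciferase reporter HEK-293 cells | Replication: Single test | Control set: DMSO vs reference inhibitor | Evaluation: % inhibition | Schedule: 1 h pretreatment, 16 h stimulation, 37 °C | Probe or stimulus: PMA with ionomycin | Compound dosing: One dose, 3 µM | Detection: Luciferase luminescence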
* hit, by the source's call; nt = no result given.

SMILES	S1P3 agonist	S1P1 ag-PAM	Her2 expr inh	HTR1E antagonist	M1 ag	HTR1E agonist	Jurkat viability	M1 antagonist	HEK293 NFkB inh
CCOC(=O)N1CCC(NC(=O)C2CCCN(C(=O)c3cc4sccc4n3C)C2)CC1 (centres undefined)	-0.6	-13.3	87.8	1.1	-0.551	-0.2	-1.2	-0.442	7.7
COCCCNC(=O)CCc1nc(-c2ccccc2)no1	-0.8	8.6	97.1	4.1	0.598	0.9	-12.0	-0.34	8.4
O=C(CSc1nccn1-c1ccccc1)NCc1ccc2c(c1)OCO2	-0.3	-15.6	105.0	0.9	0.872	-0.4	-1.6	0.547	-2.7
OC1CCN(Cc2cccc(Oc3ccccc3)c2)CC1	-0.2	-25.7	134.7	4.9	nt	0.7	-0.2	nt	6.5
c1ccc(CCn2nnnc2CN2CCN(C3CCCC3)CC2)cc1	-0.9	-4.7	89.6	-2.5	0.127	0.8	-2.0	0.113	9.2
COc1ccccc1OCCCCNC(C)(C)C	-0.8	-17.0	84.6	-8.8	0.457	-0.7	-0.3	-0.00133	2.6
CSc1ncc(Cl)c(C(=O)C(C#N)c2nc3c(C)cc(C)cc3c(=O)[nH]2)n1 (centres undefined)	0.7	34.7	81.2	-3.7	-0.865	-1.1	4.9	-0.247	11.4
CN(C1CCCCC1)S(=O)(=O)c1ccc(C(=O)O)cc1	0.4	-9.9	87.7	-2.9	-0.867	0.2	-11.0	-0.112	-11.4
CCn1c(CNC(C)=O)nnc1SCC(=O)c1ccc(Br)cc1	-0.9	-9.5	87.0	-15.3	1.23	-1.0	-6.5	-0.85	9.1
O=S(=O)(NCCc1ccccn1)c1cccs1	0.5	8.7	85.5	1.8	-0.0657	-0.5	-7.1	-0.0901	9.4
Cc1cc(NC2CCCCC2)nc(N2CCOCC2)n1	-0.8	-10.2	140.3	-3.7	-0.154	0.7	-5.5	-0.881	14.5
CCN(Cc1ccccc1)C(c1ccncc1)c1nnnn1C(C)(C)C (centres undefined)	-1.6	-0.1	91.9	3.7	0.794	-1.6	8.9	0.99	4.8
O=C(CSc1nc(NS(=O)(=O)c2ccccc2)cc(=O)[nH]1)Nc1ccc(F)cc1	-0.4	-8.2	99.9	5.5	-0.0942	-0.8	-3.4	-0.653	12.1
CNC(=O)CSc1nnnn1-c1ccc(C)cc1C	-0.6	-6.5	97.5	-8.2	-0.536	0.3	-4.9	-0.461	9.4
Cc1ccc(CNC2=NCCCCC2)n1C	-0.1	2.7	93.9	-11.0	0.603	-0.4	-3.5	-1.13	16.1
COc1ccc(CCN2C(=NC(=O)CCC(=O)O)SC3CS(=O)(=O)CC32)cc1OC (centres undefined)	-1.1	-2.9	144.5	-3.0	0.158	-0.8	3.4	-0.0403	0.9
O=C(CSc1nnc(Cc2cccs2)n1Cc1ccco1)Nc1ccc(Cl)cc1Cl	-0.7	12.5	92.6	-7.8	-0.148	0.5	1.7	-0.198	-0.7
C=CCn1c(SCC(=O)NC2CCCC2)nc2scc(-c3ccco3)c2c1=O	0.6	8.3	81.3	7.2	-0.183	0.5	1.5	1.48	7.3
CC1(C)CC(=O)C(C=NCCN2CCN(C(=O)c3ccccc3)CC2)=C(O)C1	-1.6	-21.7	72.6	-8.8	0.0684	-0.3	-0.8	0.985	13.4
CC(C)c1nc(SCC(=O)Nc2cccc(C(F)(F)F)c2)c2c(=O)n(C)c(=O)n(C)c2n1	-0.4	7.7	90.8	7.1	-0.0931	-0.3	-2.2	0.0162	9.4
COc1ccc(N2CCN(C(CNS(=O)(=O)c3cccs3)c3cccnc3)CC2)cc1 (centres undefined)	nt	nt	72.1	-5.8	-0.606	0.6	nt	0.397	7.1
Cc1noc(C)c1S(=O)(=O)Nc1ccc(C(=O)N2CCc3ccccc3C2)cc1	0.4	-10.4	98.7	6.3	-0.407	-1.5	-3.4	-0.0128	14.6
C=CCOc1ccc(C2C(C(=O)c3ccco3)=C(O)C(=O)N2Cc2cccnc2)cc1 (centres undefined)	0.3	nt	96.2	-8.4	-0.764	1.1	9.9	-0.14	13.2
COc1ccc(OC)c(C2CC(=O)N3CN(c4cccc(Cl)c4C)CSC3=C2C#N)c1 (centres undefined)	-0.1	-34.7	103.0	1.9	-0.941	0.4	-0.6	-0.745	19.1
COc1cccc(OC)c1OCCN1CCN(C(=O)c2ccco2)CC1	-3.7	0.7	98.2	4.8	0.421	-0.1	nt	0.0839	nt
COc1ccc2c(c1)sc1nc(-c3ccccc3)cn12	-1.3	-13.8	67.0	75.0*	0.0112	-1.1	99.6*	-0.688	66.6*
CCOc1ccc(OCC)c(N=c2oc3c(C)ncc(CO)c3cc2C(N)=O)c1	-0.9	-21.9	117.0	-2.6	1.75	0.0	-8.6	0.293	16.4
CCC(c1nnnn1CCOC)N1CCN(Cc2ccccc2)CC1 (centres undefined)	-1.3	0.3	110.5	3.5	-0.273	-1.0	1.6	0.309	12.6
CCn1c(C)nc2cc(-c3nnc(-c4c(-c5ccccc5)noc4C)o3)ccc21	nt	nt	171.1	9.5	-0.399	1.4	nt	-1.01	11.8
CCOC(=O)N1CCN(C(c2ccc(C)cc2)c2sc3nc(C)nn3c2O)CC1 (centres undefined)	-1.4	-3.9	99.1	-0.1	1.32	-0.3	1.8	0.227	22.3
CCOc1ccc(-n2c(SCC(N)=O)nc3c([nH]c4ccccc43)c2=O)cc1	-0.3	-9.4	56.7	0.1	0.155	0.8	6.5	-0.00954	1.4
COc1ccc(C2CC(=O)c3cnc(NC(=O)c4cc(OC)cc(OC)c4)nc3C2)cc1 (centres undefined)	-0.6	-5.3	101.5	-4.6	1.19	-1.3	3.2	-0.0808	15.8
CCOC(=O)N1CCN(Cc2nc3c(c(=O)[nH]c(=O)n3C)n2CCCc2ccccc2)CC1	-1.3	-2.6	105.1	0.0	-0.219	1.2	3.6	0.125	-4.0
CC(C)(C)c1ccc(C(=O)CSc2ncn[nH]2)cc1	2.3	nt	137.8	-5.3	-2.32	0.8	-11.6	-0.419	-0.9
O=C(NCc1ccco1)c1cnn2c(C(F)F)cc(-c3ccccc3)nc12	-0.6	nt	79.3	-9.4	-1.09	0.0	4.2	-1.01	6.6
CCOc1ccc(C2CC(=O)NC(SC)=C2C#N)cc1 (centres undefined)	-1.2	7.3	95.4	2.8	-0.539	0.6	3.6	-0.538	-3.3
COc1ccc(NC(=O)CCNC(C)=O)cc1NS(=O)(=O)c1ccc(F)cc1	-2.0	-15.9	107.4	-5.7	-1.12	-0.8	1.3	-0.52	12.8
O=C(O)c1cccc(CN2C(=O)CSC2=O)c1	0.2	-10.1	95.8	-3.8	0.609	-0.7	0.1	-0.275	-0.3
CCc1cc(-c2[nH]ncc2-c2ccc3c(c2)OCO3)c(O)cc1O	-1.0	69.2*	-1.1*	15.3	3.2	-0.4	11.6	-0.00313	16.3
CCOC(=O)C1CCCN(C(=O)c2ccc(OCC)cc2)C1 (centres undefined)	-1.1	-26.0	94.6	-6.6	0.0436	-0.9	1.7	0.555	3.8
COc1cc2[nH]c(=S)n(CCCN3CCOCC3)c(=O)c2cc1OC	-1.0	nt	78.4	-4.5	-0.524	0.0	2.5	-0.426	9.6
Cc1nnc(SCC(=O)Nc2nccs2)s1	-1.3	16.8	165.1	-7.7	-0.14	1.4	-1.7	0.106	7.1
CCCn1c(SCC(=O)Nc2sc(C)c(C)c2C(=O)OC)nc2c1c(=O)n(C)c(=O)n2C	-1.3	37.1	109.9	9.4	-0.0638	-0.9	5.1	-0.0682	14.9
Cc1ccc(C(=O)CSc2nnc(-c3cccs3)n2C)o1	-1.1	-26.3	112.7	6.0	-0.0669	0.4	3.2	-1.17	-1.1
Cc1nc2ccccc2cc1C(=O)NCc1ccco1	0.3	13.4	76.6	-5.8	-0.363	-1.0	6.3	0.699	10.7
O=C1CC(SC(=NCc2ccc3c(c2)OCO3)Nc2ccccc2)C(=O)N1 (centres undefined)	-2.2	-20.9	92.6	13.0	0.0106	-0.4	3.2	0.837	-0.7
CN1CCN(C(=O)c2cc3c(ccc4ccccc43)oc2=O)CC1	-0.6	10.1	82.3	-0.5	-0.569	0.9	-8.3	-0.133	16.4
CC(C)(C)NS(=O)(=O)c1ccc2nc(NC(=O)Cc3cccs3)sc2c1	-0.8	16.1	39.7	-1.7	-1.43	2.2	11.3	-0.352	13.1
CCCc1[nH]nc2c1C(C1CC=CCC1)C(C#N)=C(N)O2 (centres undefined)	-2.0	32.0	43.4	-0.7	0.169	0.2	5.6	-0.732	21.9
O=C(CNS(=O)(=O)c1ccc(Br)s1)N1CCCC1	0.6	0.7	82.4	-2.9	0.173	0.0	-1.2	-0.569	12.0
CCN=C1SC(C(N)=O)CC(=O)N1CC (centres undefined)	-0.7	-1.9	132.3	5.9	-0.126	-0.1	2.5	-15.3*	9.6
COCCNC(=O)Nc1ccc2c(c1)N(C)C(=O)CS2	nt	nt	161.5	-7.8	0.163	0.5	nt	0.283	15.8
COc1cccc(-c2cc(C(F)(F)F)nc(NCc3ccco3)n2)c1	nt	nt	99.9	8.5	0.0425	-1.1	nt	0.746	13.8
CCC(=O)N1CCCc2cc(S(=O)(=O)N3CCCc4ccccc43)ccc21	-0.5	18.3	91.4	6.5	-0.551	0.1	-5.4	0.673	6.4
Cc1ccnc(Sc2nc3c(c(=O)[nH]c(=O)n3C)n2CCCc2ccccc2)n1	nt	nt	75.1	2.8	1	0.8	nt	1.66	8.6
Cc1ccc2nc(NC3=NCN(Cc4ccc5c(c4)OCO5)CN3)nc(C)c2c1	-0.6	-12.3	107.2	-7.0	0.0216	0.3	1.8	-4.18*	10.0
Cn1c(CN2CCCCC2)nc2cc(NS(=O)(=O)c3ccc(Cl)cc3)ccc21	-0.8	nt	71.6	4.4	-1.62	-0.1	4.1	-0.865	11.0
O=C(COc1ccccc1)N(Cc1cc2ccccc2[nH]c1=O)CC1CCCO1 (centres undefined)	0.7	-18.3	52.0	-8.8	nt	1.2	1.4	nt	6.0
CCOc1ccc(Nc2nc(CC(=O)OC)cc(=O)[nH]2)cc1	-0.7	1.5	94.5	-14.6	-0.57	0.8	-4.7	-0.304	5.3
COCCNC(=O)CS(=O)(=O)Cc1nc(-c2ccc(C)cc2)oc1C	-1.6	2.0	100.4	-9.7	-1.53	0.4	-0.6	0.00292	14.8
CSCCC(Nc1ncnc2ccc(Br)cc12)C(=O)O (centres undefined)	-1.1	8.7	80.7	-3.2	-1.3	-0.6	2.4	0.832	6.6

Sorted by molecular weight (smallest number first): some entries from above.
SMILES	S1P3 agonist	S1P1 ag-PAM	Her2 expr inh	HTR1E antagonist	M1 ag	HTR1E agonist	Jurkat viability	M1 antagonist	HEK293 NFkB inh
CCN=C1SC(C(N)=O)CC(=O)N1CC (centres undefined)	-0.7	-1.9	132.3	5.9	-0.126	-0.1	2.5	-15.3*	9.6
COCCNC(=O)Nc1ccc2c(c1)N(C)C(=O)CS2	nt	nt	161.5	-7.8	0.163	0.5	nt	0.283	15.8
CSCCC(Nc1ncnc2ccc(Br)cc12)C(=O)O (centres undefined)	-1.1	8.7	80.7	-3.2	-1.3	-0.6	2.4	0.832	6.6
